Growth percent in the NCI-60 one-dose screen (48 h, 10 µM unless noted): 100 = growth as untreated, 0 = no growth, -100 = all killed.
SF-539 – SF-539 CNS cancer. hit rate 6.8% among 81,000
KM12 – KM12 colon cancer cells; hit rate 5% among 82,000; AID 1794800
HCC-2998 – HCC-2998 colon cancer; hit rate 4.7% among 79,000; AID 1794799
DU-145 – DU-145 prostate cancer. hit rate 4.2% among 81,000
SNB-75 – SNB-75 CNS cancer; hit rate 5% among 79,000; AID 1794750
HT29 – HT29 colon cancer; hit rate 7.4% among 81,000
SNB-19 – SNB-19 CNS cancer cells; hit rate 2.5% among 81,000
SW-620 – SW-620 colon cancer. hit rate 5.2% among 82,000. AID 1794795
PC-3 – PC-3 prostate cancer cells; hit rate 3.9% among 80,000; AID 1794754
* = called active by the depositor; x = not tested or not shown; [ ] = dose if it differs, or a comment. The calls were made as follows: active = growth percent below 10; inactive = the rest.

SMILES	SF-539	KM12	HCC-2998	DU-145	SNB-75	HT29	SNB-19	SW-620	PC-3
COC(=O)[C@@H](NC(=O)c1cccc(-c2cc(=O)c3c(OC)c(OC)c(OC)cc3o2)c1)C(C)C	101	94	108	93	104	103	97	101	98
COc1ccc(-c2nnc(COc3ccc(NS(=O)(=O)c4ccccc4)cc3F)o2)cc1	101	101	105	114	88	118	94	106	78
O=C1c2ccccc2-n2c1nc1ccccc1c2=O	99	69	122	80	127	100	86	69	52
CCOC(=O)CSc1nc2ccccc2c(=O)n1-c1cc(C)ccc1Cl	99	100	88	108	96	114	103	103	98
Cc1cc(S(=O)(=O)O)cc(C)c1N	x	99	106	114	79	x	105	102	92
Cc1nc2ncccc2nc1Nc1ccc(S(=O)(=O)Nc2cncs2)cc1	106	98	95	107	x	101	111	102	87
O=C(/C=C(/C=C/c1ccc(SC(F)(F)F)cc1)OB(F)F)/C=C/c1ccc(SC(F)(F)F)cc1	104	87	103	105	99	98	91	93	83
CCN(CC)CCOC(=O)c1ccc(NC(CO)CN(CC)CC)cc1 (centres undefined)	120	114	114	120	103	95	116	111	93
Cc1ccc(S(=O)(=O)Nc2ccc(-c3cc(-c4cccc(F)c4)c(C#N)c(=O)[nH]3)cc2)cc1	90	73	104	84	85	55	84	74	69
CCOc1ccccc1NC(=O)c1cc(-c2ccc(C)cc2)n(-c2ccc(S(C)(=O)=O)cc2)n1	96	101	118	106	100	107	96	114	95
O=C(O)c1cn(C2CC2)c2cc(N3CCN(S(=O)(=O)c4ccc(Cl)c(Cl)c4)CC3)c(F)cc2c1=O	11	15	25	17	13	0.3*	25	21	16
CC(=O)N1N=C(c2ccc(Cl)cc2)CC1c1sc(N(C)Cc2ccccc2)nc1Cl (centres undefined)	98	83	92	98	77	86	96	102	80
CSc1nn2c(-c3cccs3)ccnc2c1C#N	97	98	92	94	102	92	94	104	98
CC(=O)Nc1c(C)cccc1C	96	99	90	102	92	113	97	104	94
CC12CCC(=O)C=C1CCC1C2[C@@H](O)CC2(C)C1CC[C@]2(O)C(=O)COP(=O)(O)O (some centres undefined)	94	106	103	106	114	x	100	102	91
Cc1c(C(c2ccccc2)c2ccccc2)ccc(C(c2ccccc2)c2ccccc2)c1N	101	95	95	95	98	95	94	88	81
Cc1ccc(S(=O)(=O)Nc2ccc3ccccc3c2[N+](=O)[O-])cc1	113	98	105	102	80	118	98	97	85
O=S(=O)(Oc1ccc(Cl)cc1)c1cccc2cccnc12	102	123	105	106	98	90	97	108	102
CCCCOc1ccc(C(=O)Nc2cc(C)on2)cc1	108	106	111	102	95	85	103	102	109
O=C1[C@@H]2Cc3c([nH]c4ccccc34)[C@H](c3c(Cl)cccc3Cl)N2C(=O)CN1C1CCN(CC2CCCCC2)CC1	69	69	73	34	103	5.6*	71	10	21
NC(N)=N/N=C/c1ccc(Cl)cc1	99	15	87	74	81	36	91	24	85
COc1ccc(OC)c2nc3c(nc12)[nH]c1ccccc13	89	93	92	109	93	102	88	97	89
COc1cc(OC)cc(C(=O)O)c1	106	113	97	116	x	x	105	111	50
CC(=Nc1ccccc1)C1=C(O)C(CC(C)C)NC1=O (centres undefined)	99	97	104	105	91	97	109	96	98
COc1cc2c(c(OC)c1OC)C(=O)CC(c1cccc(NC(=O)c3cc(NC(=O)[C@@H](N)Cc4ccccc4)ccc3C)c1)O2 (some centres undefined)	86	91	113	88	71	107	87	99	81
Cn1c(=O)c2c(ncn2Cc2ccc(O)c([N+](=O)[O-])c2)n(C)c1=O	97	104	102	104	99	118	114	106	96
O=C1c2cccc3c(-c4ccc5c(c4)ncn5C4CCCCC4)ccc(c23)C(=O)N1c1ccc(F)cc1	86	83	91	98	76	71	94	104	69
C/C(=N\NC(=O)Cn1c(C(C)C)nc2ccccc21)c1ccccc1	98	100	95	117	82	109	97	82	99
CCC(=O)C1CCCC(C)C2CC(C)(C)C2/C=C/1C (centres undefined)	97	98	102	102	95	102	107	106	103
Cc1ccc(NC(=O)c2sc3nc(C)c(C(=O)c4ccc(C(F)(F)F)cc4)cc3c2N)cc1	92	103	107	112	86	103	94	104	98
O=C(CCl)Oc1ccccc1C(=O)O	105	102	97	99	100	107	108	103	97
CCCCCCCCCC(=O)OC1CC(C)=C2C(=O)C=C(C)[C@@H]2[C@H]2OC(=O)[C@H](C)[C@H]12 (some centres undefined)	102	95	114	105	104	76	104	107	101
C=CCOC1OC(CO[Si](C)(C)C(C)(C)C)C(OCc2ccccc2)C(OCc2ccccc2)C1OCc1ccccc1 (centres undefined)	117	98	94	105	98	94	109	96	80
COc1ccc(/C=N\NC(=O)C[N+](C)(C)C)cc1	104	111	102	105	85	97	107	101	97
N/N=C(\Cc1ccccc1)NN=C(N)N	97	95	102	106	88	91	99	112	79
COC(=O)CCNc1ccccc1C(=O)OC	105	108	130	111	110	134	106	101	105
COC(=O)CC1=C(C)/C(=C/c2[nH]c(-c3ccc[nH]3)cc2OC)N=C1C	-4.8*	10	11	24	-39*	x	32	4.7*	x
Nc1nc2c(ncn2C2CCCCC2)c(=O)[nH]1	100	79	106	90	91	96	69	74	90
O=CN1N=C(c2ccc3c(c2)OCO3)CC1c1ccc(F)cc1 (centres undefined)	91	89	80	93	79	72	85	93	73
CC(C)c1ccc(Cn2nc(Nc3ccccn3)nc2N)cc1	101	102	123	113	116	99	99	105	92
COc1cc2oc(-c3cccc(C(=O)Nc4ccc(Cl)cc4)c3)cc(=O)c2c(OCC(=O)N[C@@H](Cc2ccccc2)C(=O)O)c1OC	99	105	121	111	112	112	98	99	98
O=S(=O)(O)c1cc(O)c2c(N=Cc3ccccc3O)c(S(=O)(=O)O)ccc2c1	94	103	102	109	93	103	108	103	96
COc1cc(CCn2nnc3c(Nc4ccc(N5CCCCC5)cc4)ncnc32)cc(OC)c1	89	81	96	83	86	51	82	78	67
CCCCCCCN(CCCCCCC)CC(O)c1ccc(Br)cc1 (centres undefined)	84	66	68	92	111	29	93	43	63
Nc1nc(-c2c[nH]c3ccccc23)cs1	96	101	113	114	72	111	101	103	88
CC1=C2[C@@H](CC1)[C@]1(C)O[C@@](C(C)C)(C[C@H]1O)[C@H]2OC(=O)/C=C/c1ccccc1	101	97	101	103	85	92	102	106	85
O=C(/C=C/c1coc(-c2ccc(Cl)cc2)n1)c1ccc(F)cc1	95	99	107	108	89	80	92	100	95
Cn1c(=O)[nH]c2nc(SCC(=O)Nc3ccc(C(=O)/C=C/c4ccccc4Cl)cc3)[nH]c2c1=O	101	90	116	106	85	106	99	99	100
N#Cc1c(-c2ccc(Cl)cc2Cl)c(C(N)=O)c(N)n(Cc2nc3ccccc3[nH]2)c1=O	104	100	112	106	78	112	97	103	83
O=c1nc2s/c(=C\c3ccco3)c(=O)n2c2nc(-c3ccccc3)c(-c3ccccc3)nc12	102	109	98	110	102	105	96	97	107
CCCCCCCCCCCCCCCCCCOc1cccc(CC(=O)OCC[N+]2(C)CCCCC2)c1	89	98	90	105	105	93	86	98	83
COc1ccc2[nH]c(=O)c(O)c(-c3cccc4ccccc34)c2c1	91	97	97	103	84	110	91	95	82
O=S(=O)(NCCNc1nccc(-c2c(-c3cccc(F)c3)nc3occn23)n1)c1ccccc1	97	76	86	72	51	35	90	80	67
O=C(NNC(=O)c1ccc(NC(=O)c2ccccn2)cc1)Nc1ccc([N+](=O)[O-])cc1	61	108	109	106	81	110	84	104	95
O=c1[nH]c2ccc(Cl)cc2c2c1C(c1ccc(Cl)cc1)c1c(ncn3nc(-c4ccco4)nc13)O2 (centres undefined)	99	99	94	91	x	95	96	98	97
O=C(N/N=C/c1ccc2c(c1)OCO2)c1ccc([N+](=O)[O-])cc1	99	104	100	112	86	114	93	103	89
O=C(O)COc1ccc(F)cc1Cl	96	108	110	114	89	112	107	103	83
COc1ccc(-c2nc(-c3ccccc3)c(-c3ccccc3)n2-c2ccc(S(=O)(=O)Nc3ncccn3)cc2)cc1	80	74	77	86	38	80	50	81	44
COc1cc(NC(C)CCCNC(=O)CCC(=O)NCCCNCCCCCCCCCCNCCCNC(=O)CCC(=O)NCCCC(C)Nc2cc(OC)cc3cccnc23)c2ncccc2c1 (centres undefined)	76[8 µM]	89[8 µM]	80[8 µM]	72[8 µM]	59[8 µM]	74[8 µM]	61[8 µM]	73[8 µM]	78[8 µM]
Cn1c(=O)c2c(nc(NC(N)=O)n2C)n(C)c1=O	108	109	100	104	101	93	110	115	102

Entries of single compounds from above. Order of screens: SF-539, KM12, HCC-2998, DU-145, SNB-75, HT29, SNB-19, SW-620, PC-3
O=c1[nH]c2ccc(Cl)cc2c2c1C(c1ccc(Cl)cc1)c1c(ncn3nc(-c4ccco4)nc13)O2 (centres undefined) in the list: 99, 99, 94, 91, x, 95, 96, 98, 97
O=C(NNC(=O)c1ccc(NC(=O)c2ccccn2)cc1)Nc1ccc([N+](=O)[O-])cc1 in the list: 61, 108, 109, 106, 81, 110, 84, 104, 95

More compounds follow.
SMILES	SF-539	KM12	HCC-2998	DU-145	SNB-75	HT29	SNB-19	SW-620	PC-3
Nc1ccc(-c2nnc(-c3ccc(Cl)cc3Cl)o2)cc1	99	96	108	106	103	78	101	102	86
O=C1NC(=O)C([N+](=O)[O-])=C(O)C1=O	102	100	95	104	92	103	101	107	81
CC(=O)c1ccc([N+](=O)[O-])o1	x	104	105	106	105	105	104	110	98
CC(=O)c1nnc(CCC(=O)c2nc3ccccc3[nH]2)o1	101	110	103	107	90	x	106	105	x
NC(=O)c1noc(C(=O)c2ccccc2)c1N	107	99	119	104	96	84	90	101	91
Cn1cc(-c2nc(-c3cn(C)c4c(Cl)nccc34)cs2)c2cc(Br)ccc21	91	80	93	87	102	74	102	98	72
O=c1c(O)c(-c2ccc(O)c(O)c2)oc2cc(O)ccc12	88	100	116	112	70	102	104	101	88
OC(COc1cccc2ccccc12)CN1CCCC1 (centres undefined)	103	102	100	125	68	101	110	104	90
CC1(C)C/C(=C\c2ccccc2[N+](=O)[O-])C(=O)c2ccccc21	97	110	111	111	91	97	107	103	91
COc1ccc(-c2nc3sc(-c4ccccc4)c(-c4ccccc4)n3c2/C=C/c2ccc(F)cc2)cc1	92	91	93	103	72	95	108	95	62
CCCCCCCCCC(CO)CCCCCCC (centres undefined)	95	104	106	107	95	108	103	106	113
Cc1ccc(S(=O)(=O)c2c(COC(=O)c3cccc(C)c3)c(-c3ccccc3)nn2C)cc1	21	16	60	116	107	-44*	25	-37*	49

Reprinted at random: six compounds from above, in no set order.
SMILES	SF-539	KM12	HCC-2998	DU-145	SNB-75	HT29	SNB-19	SW-620	PC-3
CCCCCCCCCC(CO)CCCCCCC (centres undefined)	95	104	106	107	95	108	103	106	113
Cn1cc(-c2nc(-c3cn(C)c4c(Cl)nccc34)cs2)c2cc(Br)ccc21	91	80	93	87	102	74	102	98	72
CC1(C)C/C(=C\c2ccccc2[N+](=O)[O-])C(=O)c2ccccc21	97	110	111	111	91	97	107	103	91
Nc1ccc(-c2nnc(-c3ccc(Cl)cc3Cl)o2)cc1	99	96	108	106	103	78	101	102	86
CC(=O)c1nnc(CCC(=O)c2nc3ccccc3[nH]2)o1	101	110	103	107	90	x	106	105	x
CC(=O)c1ccc([N+](=O)[O-])o1	x	104	105	106	105	105	104	110	98

(continued)
SMILES	SF-539	KM12	HCC-2998	DU-145	SNB-75	HT29	SNB-19	SW-620	PC-3
c1cc(CSC2=NCCN2)ccc1CSC1=NCCN1	94	90	104	91	78	87	107	89	77
O=[N+]([O-])c1cccc(C=Nc2ccc(/C=C/C3(CCl)OCCO3)cc2)c1	95	98	111	97	78	107	104	108	111
O=C1c2cc3c(cc2-c2c1c1ccc(Cl)cc1c(=O)n2CCCn1ccnc1)OCO3	-50*	1.4*	15	-42*	0.5*	-63*	17	1.1*	20
CCCCN(C(=O)c1ccco1)c1ccccc1	98	101	99	107	83	102	99	109	96
Cn1c(N)c(N=O)c(=O)[nH]c1=O	105	99	118	112	97	99	105	107	99
O=C(/C=C/c1cn(-c2ccccc2)nc1-c1ccc(F)cc1)n1cnc2ccccc21	96	96	103	102	80	105	103	106	94
COc1ccc(NC(=O)Nc2ccc(NC(C)=O)cc2)c(OC)c1	98	106	121	115	99	101	102	110	109
O=C1Nc2ccc(F)cc2/C1=C/c1ccc(OCc2ccccc2)cc1	95	98	109	100	95	98	99	102	103
COc1cc(-c2nnc(-c3c(-c4ccc(F)cc4)nc4ccccn34)o2)cc(OC)c1OC	26	82	105	77	2.4*	84	78	90	91
O=C(Nc1nc(-c2ccc(Br)cc2)cs1)c1ccc(Cc2n[nH]c(=O)c3cccnc23)cc1	87	100	91	100	83	94	90	86	82
O=S(=O)(Nc1ccc(OC(F)F)cc1)c1ccc(-c2cnc(C3CC3)o2)cc1	79	74	81	90	43	56	76	35	68
Nc1ccc(Cl)c2c(=O)cc[nH]c12	99	103	104	106	92	94	100	98	90

Quoted from the listing:
Under HCC-2998, O=S(=O)(Nc1ccc(OC(F)F)cc1)c1ccc(-c2cnc(C3CC3)o2)cc1 shows 81
Under SW-620, O=C1Nc2ccc(F)cc2/C1=C/c1ccc(OCc2ccccc2)cc1 shows 102
Under SW-620, c1cc(CSC2=NCCN2)ccc1CSC1=NCCN1 shows 89
Under SF-539, COc1ccc(NC(=O)Nc2ccc(NC(C)=O)cc2)c(OC)c1 shows 98

(list continues)
SMILES	SF-539	KM12	HCC-2998	DU-145	SNB-75	HT29	SNB-19	SW-620	PC-3
CSc1ccc(NC(=O)c2ccc(C(=N)N)cc2)cc1	106	100	98	103	113	84	101	105	93
CC(C)(C)c1ccc(C(=O)Nc2nc3ccc(O)cc3s2)cc1	38	14	15	48	96	2.0*	63	14	50
COc1ccc(/C=C/c2nc(Nc3ccc(Cl)cc3)c3ccccc3n2)cc1	91	48	64	50	62	48	64	49	54
NC1=C(/C(N)=N/O)C(c2ccccc2Cl)c2ccc3ccccc3c2O1 (centres undefined)	92	90	98	104	76	130	95	79	76
COc1cc2nc(Cl)nc(Nc3cccc(C4=NN(C(C)=O)C(c5ccc6c(c5)OCO6)C4)c3)c2cc1OC (centres undefined)	68	70	88	72	59	86	80	76	57
CC(=C/c1ccccc1)/C=C1/SC(=S)N(CCc2ccc(O)cc2)C1=O	88	99	108	104	87	117	96	104	88
